Screens from PubChem.
Xi reactivation: activators of X-chromosome reactivation in mouse fibroblasts; 0.055% of 360,000 active; XiGFP mouse fibroblasts, % GFP-positive cells imaging, 3 d; cells co-treated with 5-aza-dC sensitizer; scaled so ellipticine positive control = 100%; activation, % at 7.58 µM;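 active = mean normalized replicate activation at least 10% and every replicate at or above 10%; inconclusive = only one of the two criteria met; inactive = mean below 10% and not all replicates reach 10%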;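 note: 0% = median of on-plate neutral control wells and 100% = ellipticine 6 µM median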
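Assay system: SV40-immortalized XiGFP fibroblast cells, line 68-5-11; buffer or medium: DMEM plus 5-aza-dC sensitizer; compound: one concentration, pinned; timing: compounds 3 days, fix/stain 15 min at room temperature; benchmarks: positive control ellipticine, 6 µM final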
DENV2 CPE: inhibitors of DENV2 cytopathic effect | 1.7% of 350,000 active | CPE inhibition, % at 9.99 µM | DENV2-infected cells, cytopathic effect rescue, plate reader; in the data active = CPE inhibition above about 20%, passing the limit was not always enough; inconclusive = no clear call, values can overlap the other calls; tested in BHK-21 cells;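 note: 0% = median of neutral control wells and 100% = median of positive control wells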
ARNT-TACC3 inh: disruptors of human ARNT/TACC3 interaction | Q9Y6A5 | AlphaScreen His-ARNT PAS-B/GST-TACC3 binding, luminescence; TACC3 fragment carries E629A point mutation | inhibition, % at 9.99 µM | 0.66% of 390,000 active;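 active = mean inhibition of replicates at least 50% and at least half of replicates each reaching 50%; inconclusive = half or more replicates reach 50% but mean below 50%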;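 note: 0% = complete ARNT plus TACC3 wells and 100% = ARNT alone without TACC3; many hits fall short of the cut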
PAX8 inh HTS: PAX8 transcriptional activity inhibition; RMG-I TPO-luciferase reporter, SteadyGlo, 24 h; inhibition, % at 12.6 µM; 1.2% of 360,000 active; AID 652154;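 active = mean replicate inhibition at least 60% with every replicate also reaching 60%; inconclusive = only one of the two criteria is met; inactive = mean below 60% and not all replicates reaching 60%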;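 note: luciferase light reporting Pax8 driven TPO promoter activity; plate controls were median of neutral control wells for no effect and mitoxantrone controls for full effect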
CFTR F508del cor: correctors of CFTR F508del function in bronchial epithelial cells; CFBE cells, YFP halide quenching; stimulated with forskolin plus potentiator P3; % fluorescence drop versus neutral controls; activity (quench increase), % at 7.58 µM; 0.36% of 350,000 active; AID 720511;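 active = mean added fluorescence quench of at least 8% versus neutral control, with both replicates also reaching 8%; inconclusive = only one of the mean or replicate conditions met; inactive = mean below 8% and not both replicates reaching 8%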;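 note: cells transiently co-express mutant CFTR-F508del with the halide-sensitive YFP; corrector assay measuring rescue of mutant channel to the surface after 24 h compound exposure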
INS-1E GSIS act: primary screen for activators of insulin secretion dependent on glucose, INS-1E cells, GLuc reporter luminescence. INS-1E GLuc reporter insulin secretion, 2-3 h. activation, % at 16.6 µM. 0.61% of 370,000 active;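 active = lowest replicate activation of at least 40%, so every replicate reaches that level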;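 note: 0% = median of neutral control wells and 100% = median of IBMX positive control wells; some compounds called inactive have numbers as strong as hits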
ERp5 block: blocks human ERp5 reductase activity on insulin; Q15084; ERp5 insulin aggregation, absorbance 650 nm, 90 min; inhibition, % at 9.99 µM; 0.05% of 350,000 active; AID 651711;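 active = mean replicate inhibition above about 25%, with every replicate also reaching it, limit read from the data, passing the limit was not always enough; inconclusive = only one of those two criteria met; inactive = neither criterion met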
Target sequence (Q15084 whole entry, looked up): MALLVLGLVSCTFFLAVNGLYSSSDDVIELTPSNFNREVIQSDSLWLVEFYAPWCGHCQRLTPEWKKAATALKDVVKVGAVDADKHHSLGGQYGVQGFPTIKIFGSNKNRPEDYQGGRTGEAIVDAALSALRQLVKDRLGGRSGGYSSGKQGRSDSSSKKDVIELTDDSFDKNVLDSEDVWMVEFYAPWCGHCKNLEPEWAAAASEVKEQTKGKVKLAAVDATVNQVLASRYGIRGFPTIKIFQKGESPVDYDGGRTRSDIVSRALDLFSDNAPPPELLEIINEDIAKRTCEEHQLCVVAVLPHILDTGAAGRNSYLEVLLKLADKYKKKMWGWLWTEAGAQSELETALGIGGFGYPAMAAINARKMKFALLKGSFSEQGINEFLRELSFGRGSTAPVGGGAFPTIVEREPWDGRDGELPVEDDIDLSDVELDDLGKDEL
EWS-Fli inh: EWS/Fli transcriptional activity inhibition; A673 NR0B1-luciferase reporter, viability-normalised; inhibition, % at 12.6 µM; 0.67% of 350,000 active;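 active = mean inhibition of at least 50% after viability correction, with every replicate also passing that limit; inconclusive = mean reaches 50% but only one of two replicates passes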;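 note: firefly luciferase signal divided by Alamar Blue viability fluorescence both relative to DMSO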
* hit, by the source's call; ? = inconclusive; . = not tested or not shown.

Under each structure – CFTR F508del cor, DENV2 CPE, ARNT-TACC3 inh, INS-1E GSIS act, Xi reactivation, ERp5 block, PAX8 inh HTS, EWS-Fli inh
COc1ccc(-c2noc(C3CCCN(S(=O)(=O)c4cccc(Cl)c4)C3)n2)cc1OC (stereo not drawn)
 : 2.7, 0, 3, 3, ., 5, ., -7
C[C@@H]1CCCCO[C@@H](CN(C)S(=O)(=O)c2ccc(F)cc2)[C@@H](C)CN([C@H](C)CO)C(=O)c2cc(NC(=O)Nc3ccc(F)cc3)ccc2O1
 : -1.2, 2, -12, 36, 0.3, ., -7, -9
CCCC(=O)Nc1ccc2c(c1)OC[C@H](C)N(CC1CCOCC1)C[C@H](C)[C@H](OC)CN(C)C2=O
 : -5.2, ., ., 5, -0.1, ., -5, 4
COC(=O)c1c(SCC(=O)Nc2ccc(C)cc2)nc(=O)[nH]c1C
 : -0.1, -11, -2, -9, 0.1, 4, 24, 9
O=C1CC(c2ccccc2Cl)=NN(c2ncnc3ccccc23)C1=O
 : -0.7, -6, -1, 2, -0.2, 1, -19, -74
Cc1ccc(N)c(C(O)(C(F)(F)F)C(F)(F)F)c1
 : -2.0, -3, -19, 4, 0.1, 1, 3, 5
CCSc1nc2c(cnn2-c2ccc(C)c(C)c2)c(=O)[nH]1
 : -1.4, -1, -4, -5, 0.0, -1, 11, 13
CCCCNC(=O)C(NC(=O)c1ccc2ccccc2c1)C(=O)c1ccccc1 (stereo not drawn)
 : 0.1, -1, ., 8, -0.1, 6, 2, -4
CC(C)N(CCO)Cc1nc(C(c2ccccc2)c2ccccc2)no1
 : -4.3, 1, 9, -24, 0.4, 3, 18, 5
Cc1ccc(S(=O)(=O)N(C)C[C@H]2Oc3ccc(NC(=O)Nc4c(C)noc4C)cc3C(=O)N([C@H](C)CO)C[C@H]2C)cc1
 : -3.1, 0, -14, 1, 1.8, 3, 2, -4

The results go on:
Under each structure – CFTR F508del cor, DENV2 CPE, ARNT-TACC3 inh, INS-1E GSIS act, Xi reactivation, ERp5 block, PAX8 inh HTS, EWS-Fli inh
CCn1c(C)nc2cc(C(=O)NN=Cc3ccc([N+](=O)[O-])cc3)ccc21
 : 0.0, 2, 5, 20, 0.0, 9, -20, -5
O=C(c1ccccc1)c1ccc2c(c1)OCCCO2
 : -0.8, 0, -1, ., 0.0, 2, -144, -81
CCCn1c(=O)c(C(=O)NCC2CCCO2)c(O)c2ccccc21 (stereo not drawn)
 : 2.0, -1, -1, ., -0.8, -3, 16, 6
CCC(=O)c1cn(CC(=O)Nc2cc(C)ccc2C)c2ccccc12
 : 2.8, 0, -10, 8, 0.0, 2, -2, 13
Cc1noc(C)c1C(=O)Nc1nc(-c2ccc(F)cc2)cs1
 : 0.6, ., -1, -8, 0.1, 2, 18, -15
COc1ccc(CC(NC(C)=O)C(=O)NC2CCN(S(=O)(=O)c3ccc(NC(C)=O)cc3)CC2)c(OC)c1 (stereo not drawn)
 : 0.7, -5, 3, 8, -0.1, 1, 7, 11
COc1ccc(CNC(=O)C[C@@H]2C[C@@H]3c4cc(NC(=O)NC5CCCC5)ccc4O[C@@H]3[C@@H](CO)O2)cc1
 : 0.3, -2, -13, 3, 0.1, 3, ., 3
COc1ccc(CCNC(=O)CN2C(=O)NC3(CCOc4ccccc43)C2=O)cc1 (stereo not drawn)
 : 1.1, -6, -1, 12, -0.1, 1, -7, 2
COc1ccc(OCc2cc(C(=O)NCc3nc(C)cs3)no2)c(Cl)c1
 : 0.5, -6, 1, 6, 0.2, 1, -156, .
CCSc1nnc(NC(=O)C2CC(=O)N(Cc3ccccc3)C2)s1 (stereo not drawn)
 : 1.1, 2, -21, 11, 0.4, 1, -12, 1

Continued:
Under each structure – CFTR F508del cor, DENV2 CPE, ARNT-TACC3 inh, INS-1E GSIS act, Xi reactivation, ERp5 block, PAX8 inh HTS, EWS-Fli inh
O=C(CCC(=O)N1CCN(c2ccc(F)cc2)CC1)c1ccc(F)cc1
 : -1.1, -7, ., -11, 0.2, 2, -3, -23
Cc1cc(C(=O)OCC(=O)N(CC(C)C)c2c(N)n(Cc3ccccc3)c(=O)[nH]c2=O)c(C)o1
 : 0.5, -4, 5, -14, 0.6, 4, 14, 12
Cc1ccc(NC(=S)N(CCN2CCCCC2)Cc2ccco2)cc1Cl
 : -2.5, 4, 1, -28, 0.0, 2, 9, 4
Cc1cc2nn(-c3ccc(Cl)cc3)nc2cc1N
 : -1.3, -1, ., -1, 0.2, -1, -77, 17
C[C@@H]1CN([C@@H](C)CO)C(=O)c2cc(NC(=O)C3CCCCC3)ccc2O[C@@H](C)CCCCO[C@H]1CN(C)C(=O)Nc1cccc2ccccc12
 : -4.7, -4, -4, -2, -1.0, -5, 40, 50
Cc1ccccc1NS(=O)(=O)c1ccc2c(c1)oc(=O)n2C
 : 0.6, 1, -4, -1, 0.0, 1, 10, -1
Cc1ccc(N2C(=O)C(CC(=O)Nc3cccc(F)c3)N(CCc3ccncc3)C2=O)cc1 (stereo not drawn)
 : -1.2, ., -5, -19, 1.0, 4, -8, 3
COc1ccc([C@H]2CC(=O)C=C(c3ccccc3-c3ccccc3)C2)cc1
 : 2.1, ., -15, 9, 0.0, -3, ?, 46
Cc1ncc(CO)c2c1Oc1nc(-c3ccccc3)nc(SCC(=O)Nc3cccc(O)c3)c1C2
 : 1.9, ?, 5, -8, 0.0, -3, 28, 0
C[C@@H]1CN([C@@H](C)CO)C(=O)Cc2cc(NC(=O)c3ccncc3)ccc2O[C@@H]1CN(C)Cc1ccc(-c2ccccc2)cc1
 : 3.2, 12, 5, -35, -0.7, 2, 102*, -16

(list continues)
Under each structure – CFTR F508del cor, DENV2 CPE, ARNT-TACC3 inh, INS-1E GSIS act, Xi reactivation, ERp5 block, PAX8 inh HTS, EWS-Fli inh
CCn1c(=O)c(C(=O)NCCc2ccc(Cl)cc2)c(O)c2ccccc21
 : 1.6, 6, -2, -2, 0.1, -3, 15, 3
COc1cc(NC(=O)COC(=O)c2ccccc2F)cc(OC)c1
 : 1.1, -2, -12, ., 0.0, -3, 7, 4
Cc1ccc(OCCN(C)C(=O)C2CCC(=O)N(Cc3ccccc3F)C2)cc1 (stereo not drawn)
 : 0.9, 0, 0, -20, 0.0, 1, 7, -2
CC1CCCN(CCCNC(=O)CN2C(=O)COc3ccccc32)C1 (stereo not drawn)
 : -0.5, -4, 4, 7, 0.0, 5, -10, .
CCN(CC)S(=O)(=O)c1ccc(N2CC(C(=O)NCCC3=CCCCC3)CC2=O)cc1 (stereo not drawn)
 : 0.6, -3, -8, -5, 0.0, 5, 9, 5
Cc1ccccc1OCC(O)CN1CCN(c2ccc(Cl)cc2)CC1 (stereo not drawn)
 : 0.5, -1, 8, -45, 0.0, 3, 8, -6
Cc1ccc(C2=NOC(C)(c3nnc(-c4ccc(F)cc4)o3)C2)cc1 (stereo not drawn)
 : -1.6, -5, -4, -24, 0.0, -1, -8, -11
C[C@@H]1CN([C@@H](C)CO)C(=O)Cc2cc(N(C)C)ccc2O[C@@H]1CN(C)C(=O)NC1CCCCC1
 : -0.1, -3, ., 13, 0.3, 0, -17, 12
Cc1ccc(S(=O)(=O)N(C)C[C@H]2Oc3ccc(NC(=O)c4ccncc4)cc3CC(=O)N([C@@H](C)CO)C[C@H]2C)cc1
 : -1.2, -10, -1, -12, 0.1, 4, -1, -10
CC(NC(=O)c1cc(=O)[nH]c2ccccc12)c1ccc(F)cc1F (stereo not drawn)
 : -2.0, -4, -3, 17, 0.0, 4, 3, .

(list continues)
Under each structure – CFTR F508del cor, DENV2 CPE, ARNT-TACC3 inh, INS-1E GSIS act, Xi reactivation, ERp5 block, PAX8 inh HTS, EWS-Fli inh
Cc1cc(Nc2nc3ccccc3nc2Cl)n(-c2ccc([N+](=O)[O-])cc2)n1
 : -1.5, 2, -1, 1, ., 1, ., 3
CCN(CC(=O)Nc1c(F)cccc1F)C(=O)c1ccc(OCC(=O)N2CCOCC2)c(OC)c1
 : 3.4, -1, -11, 4, 0.3, -1, -12, 7
CCOC(=O)c1c(NC(=O)C2C3CCC(O3)C2C(=O)O)sc2c1CCCC2 (stereo not drawn)
 : 1.3, ., -9, -45, 0.1, 12, ?, 0
C[C@H](CO)N1C[C@H](C)[C@H](CN(C)C(=O)Nc2ccc(F)cc2)Oc2ccc(NC(=O)CCN3CCOCC3)cc2C1=O
 : -2.9, 19, -7, 3, 0.0, 0, -8, -3
O=C(Nc1ncnc2c1CCC2)C12CC3CC(CC(C3)C1)C2
 : 1.6, 0, 20, 0, ., 2, ., 6
COc1ccccc1S(=O)(=O)N1CCn2cccc2C1C (stereo not drawn)
 : 2.9, 13, -1, -1, -0.1, 4, -7, -1
O=C(c1ccc2c(c1)OCO2)N1CC(=O)N2[C@H](CO)[C@H](c3ccc(C#CC4CCCC4)cc3)[C@@H]2C1
 : 0.3, ?, ., -12, 0.0, -1, 12, 3
CCCCNS(=O)(=O)CCNCc1ccccc1OC
 : 0.7, ?, -1, 2, 0.2, 3, -2, -1
O=C(C[C@@H]1CC[C@@H]2[C@H](COC[C@@H](O)CN2C(=O)Nc2cccc(Cl)c2)O1)NCCCN1CCOCC1
 : -1.3, 0, 7, -23, -0.1, 1, -30, -27
CC(C)c1cc(CNC(=O)C2CCC(=O)N(CCc3ccc(Cl)cc3)C2)on1 (stereo not drawn)
 : -1.4, -3, -7, -13, 0.0, -2, -9, -1

(continued)
Under each structure – CFTR F508del cor, DENV2 CPE, ARNT-TACC3 inh, INS-1E GSIS act, Xi reactivation, ERp5 block, PAX8 inh HTS, EWS-Fli inh
CC(=O)c1ccc(NC(=O)CSc2nnc(-c3ccco3)c(-c3ccco3)n2)cc1
 : -1.7, 5, -10, -2, 0.0, -1, -16, -15
COCC(=O)n1nc(-c2ccccc2)nc1NCc1ccccc1
 : 0.6, 3, -4, -4, 0.2, 0, -45, -59
COc1ccc(NC(=O)N(C)C[C@H]2Oc3c(NS(=O)(=O)c4ccc(Cl)cc4)cccc3C(=O)N([C@H](C)CO)C[C@@H]2C)cc1
 : 1.0, 6, -6, 3, 0.4, 2, 11, 1
NC(=O)C1CCN(C(=O)c2ccc(Cl)c(S(=O)(=O)N3CCc4ccccc43)c2)CC1
 : 2.8, -9, ., 4, 0.0, 0, 7, 1
COc1ccc2[nH]c(C(=O)O)c(NC(=O)c3cc(OC)c(OC)c(OC)c3)c2c1
 : -4.2, 4, 2, 14, 0.0, 0, 10, 15
CNc1nc(Oc2cccc(NC(C)=O)c2)c2sccc2n1
 : 0.9, 53*, ., 29, -0.1, 1, -1, -2
Cc1cc2c3c([nH]c2cc1S(=O)(=O)NCCCOC(C)C)CC(C)(C)CC3=O
 : -0.2, 0, -9, -9, 0.0, -1, -8, 23
C[C@H](O)C#Cc1ccc([C@H]2[C@H]3CN(C(=O)c4ccc(F)cc4)CCCCN3[C@H]2CO)cc1
 : -2.2, 0, -4, 7, -0.1, 5, 17, 1

Only INS-1E GSIS act and EWS-Fli inh (2 entries from above):
Molecule	INS-1E GSIS act	EWS-Fli inh
COc1ccc2[nH]c(C(=O)O)c(NC(=O)c3cc(OC)c(OC)c(OC)c3)c2c1	14	15
CNc1nc(Oc2cccc(NC(C)=O)c2)c2sccc2n1	29	-2
